Dynein transport = dynein cargo transport inhibition. 3617.4 mouse cells, GR-EGFP nuclear translocation imaging; test concentration mostly 20 µM; stimulated with dexamethasone, 1 µM; active compounds read low. z-score, hits read low. 220,000 compounds, 0.47% hits. AID 1381;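 active means plate z-score of nuclear minus cytoplasmic receptor signal below a set negative limit, without overly bright fluorescence or cell loss, cut at about -3.5 in these data, passing the limit was not always enough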;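 further: z-score of nuclear minus cytoplasmic ring GR-EGFP intensity difference per well; some compounds called inactive have numbers as strong as hits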
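Buffer or medium: Induction medium lacking tetracycline, stripped serum | Also added: Dexamethasone agonist, 1.0 µM final, for 30 min | Timing: 48 h induction, 1 h compound, 30 min dex at 37 °C | Detection: Formaldehyde fixation, Hoechst nuclear stain, 10x automated fluorescence imaging | Measure: Nuclear versus cytoplasmic GR-EGFP signal, averaged per well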
P. falciparum M1AAP = P. falciparum M1AAP inhibitors, biochemical, fluorogenic H-Leu-NHMec substrate, 1536-well (AID 1445); recombinant M1AAP, H-Leu-NHMec fluorogenic kinetic assay; higher % means a stronger effect; inhibition, % at 30 µM, or IC50 in µM where a hit was titrated; 220,000 compounds, 0.42% hits;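 active means primary inhibition above the hit cutoff, then over 50% inhibition at one or more dose response concentrations, cut at about 23% in these data, passing the limit was not always enough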;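 further: plate controls were DMSO full reaction for no effect and no enzyme background for full effect; strong numbers were not always called active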
XIAP displacement = small molecules displacing peptide from XIAP – biochemical, IAP family, fluorescence polarization (AID 1018). XIAP BIR domain, fluorescence polarization peptide displacement; higher % means a stronger effect. displacement, % at 20 µM, or IC50 in µM where a hit was titrated. 200,000 compounds, 0.007% hits; in the data active means displacement above about 50%; further: a part of the inactive calls stands beside numbers as strong as those of hits
Siah-1 displacement = Siah-1 peptide-binding antagonists, primary screen, biochemical, fluorescence polarization, rhodamine-plectin, uHTS (AID 1817) | Siah-1 / rhodamine-plectin peptide fluorescence polarization; higher % means a stronger effect | displacement, % at 20 µM, or IC50 in µM where a hit was titrated | 290,000 compounds, 0.02% hits;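 active means displacement of at least 50% at 20 µM, with a fluorescence ratio check between 0.3 and a set limit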;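 further: plate controls were Siah plus tracer with DMSO for no effect and tracer alone without Siah for full effect; strong numbers were not always called active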
LYP phosphatase = inhibitors of LYP phosphatase, biochemical, fluorescence intensity, uHTS (AID 1779); inhibition, % at 11.5 µM; hits with a dose series show IC50 in µM; recombinant LYP phosphatase, fluorescence intensity; higher % means a stronger effect; 290,000 compounds, 0.054% hits;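 further: plate controls were vehicle with enzyme for no effect and no enzyme for full effect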
human PMI inhibitors = human PMI inhibitors, high substrate, primary screen, biochemical, fluorescence intensity, high mannose 6-phosphate (AID 1220) | recombinant PMI enzyme, coupled fluorescence intensity; higher % means a stronger effect | one-dose inhibition, % at 20 µM; IC50 in µM for titrated hits | 190,000 compounds, 0.66% hits
M17LAP inhibition = P. falciparum M17LAP inhibitors, primary screen, biochemical, fluorogenic H-Leu-NHMec substrate, 1536-well (AID 1619). recombinant M17LAP, H-Leu-NHMec fluorogenic kinetic assay; higher % means a stronger effect. 220,000 compounds, 0.38% hits. one-dose inhibition, % at 30 µM; IC50 in µM for titrated hits;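 active means compound inhibiting the enzyme by more than half at any dose during confirmatory dose-response retesting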;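 further: plate controls were full reaction with DMSO carrier for no effect and no enzyme background for full effect; strong numbers were not always called active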
AID2073 = disruptors of CaV2.2 binding to Mint1 – biochemical, HTRF (AID 2073); one-dose inhibition, % at 20 µM; IC50 in µM for titrated hits; HTRF protein-protein interaction, Mint1-CaV2.2; higher % means a stronger effect; 290,000 compounds, 0.19% hits; in the data active means inhibition mostly above about 51%, no sharp cut-off; further: some results filed as inactive read as strong as hits
human PMI inhibition = MPI enzyme activity inhibition – biochemical, fluorescence intensity, coupled assay, primary screen (AID 1209) | purified PMI enzyme, coupled fluorescence intensity; higher % means a stronger effect | inhibition, % at 20 µM; hits with a dose series show IC50 in µM | 190,000 compounds, 0.42% hits;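 further: plate controls were DMSO vehicle for no effect and wells lacking substrate for full effect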
Dynein transport cytoplasmic EGFP = further read-out of Dynein transport, marked with its call; z-score; measured here: cytoplasmic GR-EGFP intensity; active compounds read high
Dynein transport nuclear GR-EGFP = also measured in Dynein transport; calls as there; z-score; measured here: nuclear GR-EGFP intensity;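 lower value marks the stronger effect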
Dynein transport cell count = second read-out of Dynein transport, no call of its own (marks repeat the call); z-score; measured here: cell count per field
* hit, by the source's call. Unless noted, no stated cut-off is given here; in the data, active means inhibition above about 50%; inactive means the rest.

Results for O=C(Nc1ccccc1F)Nc1cccc2ccc(O)cc12 ?
Dynein transport: -0.17; P. falciparum M1AAP: 2%; Siah-1 displacement: 3%; LYP phosphatase: -3%; M17LAP inhibition: -4%; AID2073: 3%; Dynein transport cytoplasmic EGFP: -0.67; Dynein transport nuclear GR-EGFP: -0.37; Dynein transport cell count: -0.041

What do the screens show for `CCOCCCNC(=O)c1ccccc1OC1CCN(S(C)(=O)=O)CC1`?
Dynein transport: -1; P. falciparum M1AAP: 1%; XIAP displacement: -3.0%; Siah-1 displacement: -1%; LYP phosphatase: -8%; human PMI inhibitors: 1%; M17LAP inhibition: -13%; AID2073: -5%; human PMI inhibition: 3%; Dynein transport cytoplasmic EGFP: -0.31; Dynein transport nuclear GR-EGFP: -0.48; Dynein transport cell count: 0.53

What do the screens show for `CC(=O)N1CCc2cc(S(=O)(=O)CCC(=O)N3CCN(c4ccccn4)CC3)ccc21`?
Dynein transport: -2.3; P. falciparum M1AAP: 4%; XIAP displacement: -0.9%; Siah-1 displacement: -4%; LYP phosphatase: -5%; human PMI inhibitors: -5%; M17LAP inhibition: -20%; AID2073: 4%; human PMI inhibition: -1%; Dynein transport cytoplasmic EGFP: 0.85; Dynein transport nuclear GR-EGFP: -1.1; Dynein transport cell count: 1.1

How did C=CCC1(O)C(=O)Nc2ccccc21 (stereo unspecified) do in these assays?
Dynein transport: 0.24; P. falciparum M1AAP: 4%; XIAP displacement: -1.7%; Siah-1 displacement: 8%; LYP phosphatase: -1%; human PMI inhibitors: 1%; M17LAP inhibition: 5%; AID2073: 0%; human PMI inhibition: 1%; Dynein transport cytoplasmic EGFP: -0.26; Dynein transport nuclear GR-EGFP: 0.47; Dynein transport cell count: -0.08

How did O=C(Nc1cccc(O)c1)c1noc2c1CCc1ccccc1-2 do in these assays?
Dynein transport: 0.13; P. falciparum M1AAP: 5%; XIAP displacement: -22%; Siah-1 displacement: 4%; LYP phosphatase: 1%; human PMI inhibitors: 1%; M17LAP inhibition: 5%; AID2073: 0%; human PMI inhibition: 7%; Dynein transport cytoplasmic EGFP: -0.37; Dynein transport nuclear GR-EGFP: -0.1; Dynein transport cell count: 0.37

How did COc1ccc(C)cc1NC(=O)CN(C)S(=O)(=O)c1cnc[nH]1 do in these assays?
Dynein transport: 1.2; P. falciparum M1AAP: -1%; XIAP displacement: -0.5%; Siah-1 displacement: -2%; LYP phosphatase: -7%; human PMI inhibitors: 2%; M17LAP inhibition: 2%; AID2073: 17%; human PMI inhibition: 9%; Dynein transport cytoplasmic EGFP: 4.4; Dynein transport nuclear GR-EGFP: 1; Dynein transport cell count: -1.1

How did O=C(O)C1C2C=CC(C2)C1C(=O)N1CCc2ccccc21 (stereo unspecified) do in these assays?
Dynein transport: -0.11; P. falciparum M1AAP: -3%; XIAP displacement: -7.6%; Siah-1 displacement: -2%; LYP phosphatase: -5%; human PMI inhibitors: -1%; M17LAP inhibition: 1%; AID2073: -4%; human PMI inhibition: -1%; Dynein transport cytoplasmic EGFP: -0.2; Dynein transport nuclear GR-EGFP: 0.087; Dynein transport cell count: 0.86

Results for O=C(COc1ccccc1)NCC(=O)N/N=C/c1ccco1 ?
Dynein transport: 0.2; P. falciparum M1AAP: 0%; XIAP displacement: -8.8%; Siah-1 displacement: 0%; LYP phosphatase: -7%; human PMI inhibitors: 4%; M17LAP inhibition: 17%; AID2073: -4%; human PMI inhibition: -12%; Dynein transport cytoplasmic EGFP: -0.2; Dynein transport nuclear GR-EGFP: 0.6; Dynein transport cell count: -0.93

How did CC(C)OC(=O)CN1C(=O)S/C(=C/c2ccc(N3CCCCC3)o2)C1=O do in these assays?
Dynein transport: -1.7; P. falciparum M1AAP: 17%; XIAP displacement: -30%; Siah-1 displacement: 3%; LYP phosphatase: 4%; human PMI inhibitors: 25%; M17LAP inhibition: 10%; AID2073: 62%; human PMI inhibition: 25%; Dynein transport cytoplasmic EGFP: 1.9; Dynein transport nuclear GR-EGFP: -0.66; Dynein transport cell count: 1.8

How did CCC(CC)C1C(C#N)=C(N)Oc2n[nH]c(C)c21 (stereo unspecified) do in these assays?
Dynein transport: 0.71; P. falciparum M1AAP: -1%; XIAP displacement: -7.7%; Siah-1 displacement: 0%; LYP phosphatase: -8%; human PMI inhibitors: -1%; M17LAP inhibition: 15%; AID2073: 1%; human PMI inhibition: 8%; Dynein transport cytoplasmic EGFP: -0.082; Dynein transport nuclear GR-EGFP: 0.72; Dynein transport cell count: -0.79

How did Cc1ccc(Oc2ncc(CN3CC(C)OC(C)C3)s2)cc1 (stereo unspecified) do in these assays?
Dynein transport: -0.56; P. falciparum M1AAP: -11%; XIAP displacement: -0.9%; Siah-1 displacement: 6%; LYP phosphatase: -2%; human PMI inhibitors: -6%; M17LAP inhibition: 12%; AID2073: -10%; human PMI inhibition: 2%; Dynein transport cytoplasmic EGFP: -0.23; Dynein transport nuclear GR-EGFP: -0.62; Dynein transport cell count: 0.073

How did CC(C)CSc1nc2ccccc2n1CC(N)=O do in these assays?
Dynein transport: 1.1; P. falciparum M1AAP: -8%; XIAP displacement: -0.2%; Siah-1 displacement: 4%; LYP phosphatase: 2%; human PMI inhibitors: 2%; M17LAP inhibition: 2%; AID2073: 1%; human PMI inhibition: 1%; Dynein transport cytoplasmic EGFP: -0.18; Dynein transport nuclear GR-EGFP: 1.1; Dynein transport cell count: -0.21

What do the screens show for `O=C(NCCc1ccccc1)C(=O)NCC1(c2ccccc2)CCCC1`?
Dynein transport: -0.11; P. falciparum M1AAP: 4%; XIAP displacement: -3.6%; Siah-1 displacement: 2%; LYP phosphatase: -5%; human PMI inhibitors: 1%; M17LAP inhibition: -2%; AID2073: 2%; human PMI inhibition: 5%; Dynein transport cytoplasmic EGFP: -0.23; Dynein transport nuclear GR-EGFP: -0.53; Dynein transport cell count: -0.91

What do the screens show for `O=C(CSc1nc2[nH]ncc2c(=O)n1-c1ccccc1Cl)N1CCCC1`?
Dynein transport: -0.58; P. falciparum M1AAP: -3%; XIAP displacement: -4.9%; Siah-1 displacement: 2%; LYP phosphatase: -7%; human PMI inhibitors: -2%; M17LAP inhibition: 14%; AID2073: -8%; human PMI inhibition: 3%; Dynein transport cytoplasmic EGFP: -0.31; Dynein transport nuclear GR-EGFP: 0.071; Dynein transport cell count: 0.52

How did CCn1c(-c2ccc(F)cc2)cnc1SCC(=O)N1CCc2ccccc21 do in these assays?
Dynein transport: 0.15; P. falciparum M1AAP: 3%; XIAP displacement: -3.8%; Siah-1 displacement: -4%; LYP phosphatase: 0%; human PMI inhibitors: 15%; M17LAP inhibition: 5%; AID2073: 2%; human PMI inhibition: 18%; Dynein transport cytoplasmic EGFP: -0.23; Dynein transport nuclear GR-EGFP: 0.21; Dynein transport cell count: -0.24

Pulled by compound from the entries so far (2):
How did O=C(Nc1cccc(O)c1)c1noc2c1CCc1ccccc1-2 do in these assays?
Dynein transport: 0.13; P. falciparum M1AAP: 5%; XIAP displacement: -22%; Siah-1 displacement: 4%; LYP phosphatase: 1%; human PMI inhibitors: 1%; M17LAP inhibition: 5%; AID2073: 0%; human PMI inhibition: 7%; Dynein transport cytoplasmic EGFP: -0.37; Dynein transport nuclear GR-EGFP: -0.1; Dynein transport cell count: 0.37

Results for O=C(Nc1ccccc1F)Nc1cccc2ccc(O)cc12 ?
Dynein transport: -0.17; P. falciparum M1AAP: 2%; Siah-1 displacement: 3%; LYP phosphatase: -3%; M17LAP inhibition: -4%; AID2073: 3%; Dynein transport cytoplasmic EGFP: -0.67; Dynein transport nuclear GR-EGFP: -0.37; Dynein transport cell count: -0.041

(further entries)
What do the screens show for `CCC1=C(OC(=O)N(CC)CC)N2C(=O)OC(=NCCc3c[nH]c4ccccc34)[C@]2(Cc2ccccc2)[C@H]2C1=CC[C@H]1C(=O)N(CC)C(=O)[C@H]12`?
Dynein transport: -0.29; P. falciparum M1AAP: 8%; Siah-1 displacement: -2%; LYP phosphatase: 6%; M17LAP inhibition: 1%; AID2073: 13%; Dynein transport cytoplasmic EGFP: -0.72; Dynein transport nuclear GR-EGFP: -0.18; Dynein transport cell count: 0.3

What do the screens show for `Cc1n[nH]c(C)c1Sc1ccccc1N`?
Dynein transport: 0.03; P. falciparum M1AAP: 5%; XIAP displacement: -1.9%; Siah-1 displacement: 7%; LYP phosphatase: -7%; human PMI inhibitors: 6%; M17LAP inhibition: 3%; AID2073: -1%; human PMI inhibition: 7%; Dynein transport cytoplasmic EGFP: -0.19; Dynein transport nuclear GR-EGFP: -0.34; Dynein transport cell count: -0.059

Results for CCOC(=O)c1[nH]c(C)c(C(=O)OCC(=O)N2CC(=O)Nc3ccccc32)c1C ?
Dynein transport: -0.046; P. falciparum M1AAP: 3%; XIAP displacement: -4.5%; Siah-1 displacement: 4%; LYP phosphatase: -9%; human PMI inhibitors: 9%; M17LAP inhibition: 17%; AID2073: 0%; human PMI inhibition: 17%; Dynein transport cytoplasmic EGFP: -0.26; Dynein transport nuclear GR-EGFP: -0.14; Dynein transport cell count: 1

Results for N#Cc1ccc(CSc2nnc3ccccn23)cc1 ?
Dynein transport: -0.82; P. falciparum M1AAP: 2%; XIAP displacement: -4.1%; Siah-1 displacement: 5%; LYP phosphatase: -4%; human PMI inhibitors: -7%; M17LAP inhibition: 9%; AID2073: 14%; human PMI inhibition: -4%; Dynein transport cytoplasmic EGFP: -0.28; Dynein transport nuclear GR-EGFP: -0.51; Dynein transport cell count: 0.51

What do the screens show for `O=C(NCc1cccnc1)c1sc2cc(Cl)ccc2c1Cl`?
Dynein transport: 0.62; P. falciparum M1AAP: 3%; XIAP displacement: -0.5%; Siah-1 displacement: -3%; LYP phosphatase: -2%; human PMI inhibitors: -4%; M17LAP inhibition: -7%; AID2073: 10%; human PMI inhibition: -9%; Dynein transport cytoplasmic EGFP: -0.22; Dynein transport nuclear GR-EGFP: 0.64; Dynein transport cell count: 0.35

Results for COc1ccccc1-c1ccc(=O)n(CC(=O)NC2CCc3ccccc32)n1 (stereo unspecified) ?
Dynein transport: -0.46; P. falciparum M1AAP: 3%; XIAP displacement: -3.2%; Siah-1 displacement: 1%; LYP phosphatase: -3%; M17LAP inhibition: 20%; AID2073: -2%; Dynein transport cytoplasmic EGFP: -0.36; Dynein transport nuclear GR-EGFP: -0.34; Dynein transport cell count: 0.94

How did CN(C)S(=O)(=O)c1ccc(C(=O)OCc2ccc(C#N)cc2)cc1 do in these assays?
Dynein transport: -0.72; P. falciparum M1AAP: 2%; XIAP displacement: -3.7%; Siah-1 displacement: 0%; LYP phosphatase: -6%; human PMI inhibitors: 8%; M17LAP inhibition: -22%; AID2073: 2%; human PMI inhibition: 12%; Dynein transport cytoplasmic EGFP: -0.15; Dynein transport nuclear GR-EGFP: -0.037; Dynein transport cell count: 0.89
